# ER stress death – protection against thapsigargin ER stress killing – CSM14.1 cells, ATP luminescence, primary screen; CSM14.1 thapsigargin ER stress survival; relative survival (cellular ATP), % at 15 µg/mL (by protocol); hit rate 0.33% among 48,000; AID 1010, 2008;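 active = survival measured by cellular ATP above 50% at 15 µg/ml in the first screen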;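 note: cell death triggered by about 15 µM thapsigargin; ATP read 24 h after thapsigargin was added; plate controls were thapsigargin with DMSO for no effect and DMSO without thapsigargin for full effect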
# Numbers without * were called inactive. A portion of the library; rates above refer to the full screens.
molecule | ER stress death
COc1cc(OC)cc(C(=O)N2CCN(Cc3ccccc3OC)CC2)c1 | 1.3
N#CCc1nc(-c2ccc([N+](=O)[O-])cc2)cs1 | -0.8
O=C(CC(=O)NC1CCCCC1)N/N=C/c1ccccc1OCc1ccccc1 | 4.4
O=C1CCC([N+](=O)[O-])C(c2ccc(Cl)c(Cl)c2)N1 (stereo not drawn) | 0.7
Cc1ccc([N+](=O)[O-])cc1NC(=O)CC1Sc2ccccc2NC1=O (stereo not drawn) | 7.1
COc1ccc(CC(=O)Nc2sc3c(c2C(=O)Nc2ccc(Cl)cc2)CCC3)cc1 | -5.7
CC(Sc1ccc(Cl)cc1)C(=O)NCCc1ccccc1 (stereo not drawn) | 7.3
O=C(O)C(C(=O)O)C1c2ccccc2Sc2ccccc21 | 5.1
O=C(Nc1ccc(F)c(F)c1)C1CC1c1ccccc1 (stereo not drawn) | -2.8
Cc1cccc(NC(=O)C2(c3ccccc3)CCCC2)n1 | -7.5
Cc1ccc(S(N)(=O)=O)cc1NC(=O)Cc1ccccc1 | 0.7
Cc1ccc(N2C(=O)CSC23C(=O)Nc2ccccc23)cc1Cl (stereo not drawn) | 6.6
COc1ccccc1N1CCN(C(=O)COc2ccc(Br)cc2)CC1 | -3.6
O=C1CC(N2CCCC2)C(=O)N1c1ccc(F)cc1 (stereo not drawn) | 7.6
C[n+]1ccccc1/C=C\c1ccccc1O | 6.4
CCc1ccc(S(=O)(=O)N2CCN(c3ccccc3OC)CC2)cc1 | 1.7
Cc1ccc(C(=O)Nc2sc3c(c2C(=O)N2CCCCCC2)CCCC3)cc1 | 7.6
Cc1c(NC(=O)/C=C/c2cn(-c3ccccc3)nc2-c2ccc(F)cc2)c(=O)n(-c2ccccc2)n1C | 14.9
O=C(Nc1ccc(Cc2ccc(NC(=O)c3cccnc3)cc2)cc1)c1cccnc1 | 5.8
Cc1ccnc(NS(=O)(=O)c2ccc(NC(=O)c3ccccc3)cc2)n1 | 5.7
O=C1S/C(=C/c2cc([N+](=O)[O-])ccc2O)C(=O)N1c1ccccc1 | 6.0
COc1ccccc1CC(=O)Nc1cccc([N+](=O)[O-])c1 | 5.1
Cc1ccnc(NS(=O)(=O)c2ccc(NC(=O)c3cccc(I)c3)cc2)n1 | 5.7
CC(C)OC(=O)CC(O)(c1ccccc1)C(F)(F)C(F)F (stereo not drawn) | 1.2
Cc1ccc(OCC(=O)Nc2sc3c(c2C#N)CCCC3)cc1C | 10.6
O=C(O)c1ccc(NC(=O)c2ccccc2NC(=O)c2ccccc2Cl)cc1 | 2.0
Cc1cccc(N2C(=O)NC(=O)/C(=C/c3cc(Cl)c(O)c(Cl)c3)C2=O)c1 | -7.0
O=C1C2C3c4ccccc4C(CO)(c4ccccc43)C2C(=O)N1c1ccc(Cl)c(Cl)c1 (stereo not drawn) | 2.7
Cc1ccc(N2C(=O)NC(=O)/C(=C\c3cc(Br)ccc3OCC(=O)O)C2=O)cc1 | -4.3
CSc1ccc(S(=O)(=O)N(CC(=O)Nc2cc(C)cc(C)c2)c2ccc(C)cc2)cc1 | 19.8
O=C1/C(=C\c2cccc(O)c2)SC(=S)N1c1cccc(C(F)(F)F)c1 | 5.2
Cc1cc(-c2ccc(NC(=O)c3cccnc3)c(C)c2)ccc1NC(=O)c1cccnc1 | 2.5
CN(C)c1ccc(-c2ncnn2-c2sc3c(c2C#N)CCCC3)cc1 | 2.8
COc1ccccc1NC(=O)COc1ccc(C=C2C(=O)NC(=O)NC2=O)cc1 | 6.8
CCc1ccccc1NC(=O)c1c(NC(=O)c2cccs2)sc2c1CCCC2 | 6.2
CCOC(=O)c1ccc(N2NC(=O)/C(=C/c3cc(Br)ccc3O)C2=O)cc1 | 15.7
COc1cc(/C=c2\sc3nc4c(C)cc(C)cc4n3c2=O)cc(Br)c1O | -0.2
COc1cc(C(=O)Nc2ccc(S(=O)(=O)Nc3ncccn3)cc2)cc(OC)c1OC | 9.0
CN1C(=O)/C(=C/c2cc(Br)cc([N+](=O)[O-])c2O)SC1=S | -2.6
CCCOc1ccc(C(=O)Nc2ccc3ccccc3c2)cc1 | -4.4
O=C(NCc1cccnc1)c1nn2c(c1Cl)NC(c1cccs1)CC2C(F)(F)F (stereo not drawn) | 12.1
COC(=O)C1=C(C)NC(C)=C(C(=O)OC)C1c1ccc(C)o1 | -2.1
CCOc1ccc(-n2nc3ccc(NC(=O)/C=C/c4ccco4)cc3n2)cc1 | -5.2
CN1CCN(C(=O)c2cc(-c3ccccc3)nc3ccccc23)CC1 | -2.5
CC(=O)Nc1cc(C(=O)O)cc(N)c1Cl | 9.6

# Some of the entries so far, with each value named:
> CCOC(=O)c1ccc(N2NC(=O)/C(=C/c3cc(Br)ccc3O)C2=O)cc1
  ER stress death: 15.7

> COc1cc(/C=c2\sc3nc4c(C)cc(C)cc4n3c2=O)cc(Br)c1O
  ER stress death: -0.2

# (list continues)
molecule | ER stress death
COc1ccc2nc(NC(=O)c3ccccc3[N+](=O)[O-])sc2c1 | -3.4
CCC(C(=O)Nc1ccccc1Cl)c1ccccc1 (stereo not drawn) | -0.3
O=C1CC(Nc2ccc(F)cc2)C(=O)N1c1ccccc1C(F)(F)F (stereo not drawn) | 6.5
COc1ccc(NC(=O)c2cccc(N3C(=O)c4ccc(C(=O)Nc5ccc(OC)cc5)cc4C3=O)c2)cc1 | 0.4
O=c1[nH]c(/C=C/c2ccccc2)c([N+](=O)[O-])c(=O)[nH]1 | 4.0
O=C1C(Cc2ccccc2)S/C(=N/N=C/c2cccc([N+](=O)[O-])c2)N1c1ccccc1 (stereo not drawn) | 9.7
NC(=O)c1cc2n(n1)C(C(F)(F)F)CC(c1ccco1)N2 (stereo not drawn) | 2.0
O=C(NCc1ccc2c(c1)OCO2)c1ccc(Cl)cc1[N+](=O)[O-] | -1.8
O=C(O)c1ccc(N=C2SCC(=O)N2Cc2ccccc2)cc1 | -1.1
CCCCn1c(-c2ccccc2)nc2ccccc21 | -3.1
O=C(O)c1cccc(N2Cc3ccc(Br)cc3C2)c1 | -0.5
COc1cc(=O)n(C)c2c(OCC(O)C(C)(C)O)cccc12 (stereo not drawn) | 3.0
Cc1ccc(C(=O)Nc2ccc(OC(F)(F)F)cc2)cc1 | 0.0
O=C1c2ccccc2C(=O)C12OC(c1ccc(Cl)cc1)C1(C(=O)c3ccccc3C1=O)C2c1ccc(F)cc1 (stereo not drawn) | 8.0
Cn1c(=O)n(CCOc2ccc([N+](=O)[O-])cc2)c2ccccc21 | -1.2
CCC(Oc1ccccc1)C(=O)Nc1cccc2c1C(=O)c1ccccc1C2=O (stereo not drawn) | -2.0
COc1ccccc1NC(=O)c1ccccc1C(F)(F)F | 3.0
CCCCOc1ccc(C=C2C(=O)NC(=S)NC2=O)cc1OC | 11.1
O=C1Nc2ccccc2C1=Cc1nc2ccccc2c(=O)n1-c1cccc2ccccc12 | -3.5
CC(C)CC(NC(c1ccccc1)(c1ccccc1)c1ccccc1)C(=O)O (stereo not drawn) | 12.8
COc1ccc(Cl)cc1C(=O)NC(C)C | 12.7
O=C(/C=C(\O)c1ccccc1)c1ccc([N+](=O)[O-])cc1 | -1.2
CCN(CC)C(=O)c1ccc(CN(c2cc(Cl)ccc2C)S(=O)(=O)c2ccccc2)cc1 | 7.1
COc1ccc(/C=C2/C(=O)NN(c3ccccc3)C2=O)cc1Br | -2.7
C/C(CC(=O)N1CCCCC1)=N\NC(=O)c1cccc(O)c1 | 3.9
O=C1N=c2ccc(Br)cc2=C1c1sc(Nc2ccc(O)cc2)nc1O | 2.9
N#Cc1c(N)[nH]c(=S)c(C#N)c1-c1cccc([N+](=O)[O-])c1 | 7.4
O=C(NCc1ccc2c(c1)OCO2)C(=O)Nc1ccccc1F | 6.8
N#Cc1ccccc1NS(=O)(=O)c1ccccc1[N+](=O)[O-] | 8.7
CCc1ccc(NC(=O)COc2cc(C)c(Cl)c(C)c2)cc1 | 0.6
CCOC(=O)Nc1sc2c(c1C(=O)OCC)CCCCCC2 | 6.5
CCCSc1nc2sc3c(c2c(=O)[nH]1)CCc1ccccc1-3 | 8.4
O=C(NCC1(c2ccccc2)CCOCC1)c1ccco1 | 6.6
CNC(=O)c1cc(-c2ccc(OC)cc2)nc2ccccc12 | -5.8
CC(C)CCNC(=O)c1cccc(I)c1 | -3.4
O=C1NC(=O)N(c2ccc(Cl)cc2)C(=O)/C1=C\c1ccc(-c2ccc(C(=O)O)c(Cl)c2)o1 | 6.8
Cc1ccccc1-c1n[nH]c(=S)n1C1CCCCC1 | 9.1
COc1ccc(C(=O)NNC(=O)c2ccccc2[N+](=O)[O-])cc1 | -21.2
CC1CN(C(=O)c2cc([N+](=O)[O-])cc([N+](=O)[O-])c2N)CC(C)O1 (stereo not drawn) | 6.0
CN1CCC(=NNC(=O)C(=O)NCC2CCCO2)CC1 (stereo not drawn) | 10.3
CCc1nnc(NS(=O)(=O)c2ccc(NC(=O)c3ccccc3[N+](=O)[O-])cc2)s1 | 2.2
COc1cc(/C=C/C(=O)c2c(-c3ccccc3)c3cc(Cl)ccc3[nH]c2=O)cc(OC)c1OC | -7.1
O=S(=O)(/C=C/c1ccccc1)N1CCN(C/C=C/c2ccccc2)CC1 | 9.2
CCOC(=O)c1ccc(-c2ccc(/C=C3\Sc4ccccc4C3=O)o2)cc1 | -0.4
Oc1c(N=Nc2ccc(I)cc2)sc2ccccc12 | 0.4

# Remaining list, next part
Structure	ER stress death
Oc1ccc(/C=N/Nc2nc3ccccc3s2)c(O)c1	-10.5
O=C(Nc1ccccc1[N+](=O)[O-])c1cc(-c2cccs2)nc2ccccc12	4.1
O=C1C(Cl)=C(Nc2ccc(F)cc2)C(=O)N1c1ccc(Br)cc1	0.9
Cc1ccc(C(=O)Oc2ccc(C=C3C(=O)NC(=O)NC3=O)cc2)cc1	0.7
OCC#CC(O)(c1ccc(F)cc1)c1ccc(F)cc1	-11.4
COc1ccc(NC(=O)c2ccc(Oc3ccc(C(=O)Nc4ccc(OC)cc4)cc3)cc2)cc1	9.4
O=C(O)c1cc(-c2cccnc2)nc2ccc(Br)cc12	2.2
CC(=O)NC(NC(C)=O)c1cccc([N+](=O)[O-])c1	8.3
O=C(NNC(=O)C12CC3CC(CC(C3)C1)C2)c1ccco1	14.9
O=C(/C=C/c1ccc(-c2ccc(Cl)cc2Cl)o1)NCCCN1CCOCC1	-9.1
COc1ccc(C2/C(=C(/O)c3ccccc3)C(=O)C(=O)N2c2cccc(C(F)(F)F)c2)cc1OC (stereo not drawn)	7.6
CCOc1c(I)cc(/C=C2\C(=O)ON=C2c2ccccc2)cc1OC	3.1
COc1ccc(-c2cc(C(=O)NCc3ccc(F)cc3)c3ccccc3n2)cc1OC	0.2
CCCOC(=O)C1=C(C)NC2=C(C(=O)CC(c3ccccc3)C2)C1c1ccccc1Br (stereo not drawn)	3.7
COc1ccc(CNC(=O)CN(CCc2ccccc2)S(=O)(=O)c2ccc(OC)cc2)cc1	7.6
COc1ccc(-c2nc3cc(NC(=O)c4cc5ccccc5o4)ccc3o2)cc1Cl	6.6
O=C(Nc1ccc(Br)cn1)Nc1ccccc1Cl	5.3
CCCN(CCC)C(=O)c1ccccc1NC(=O)c1ccccc1Cl	3.3
O=C(COc1ccc(Cl)cc1Cl)Nc1ccc(O)c(-c2nc3ccccc3s2)c1	4.8
COc1ccc(N(CC(=O)NCC(C)C)S(C)(=O)=O)cc1Cl	1.3
CCOc1ccc(/C=C(/C#N)c2nc(-c3ccc(Br)cc3)cs2)c(OCC)c1	4.0
CC(=O)OCC12COC(C)C(C1)C(C)=CC2C (stereo not drawn)	4.4
O=C(NCc1ccc(Cl)cc1)C(=O)Nc1ccc(F)cc1	17.9
CCc1ccc(-c2nc(-c3ccc(F)cc3)no2)cc1	0.5
Cc1ccc(NC(=O)CCN2C(=O)S/C(=C\c3ccccc3)C2=O)cc1	-4.1
CCC(=O)Nc1ccc2nn(-c3ccc(C)c(Cl)c3)nc2c1	3.0
COc1cc(/C=C2/SC(=S)N(C)C2=O)ccc1OCc1cccc2ccccc12	8.4
O=C1C2C3C=CC(C3)C2C(=O)N1/N=C/c1cccc(I)c1 (stereo not drawn)	1.2
O=C(O)C1CCCCC1C(=O)NCCc1ccc(F)cc1 (stereo not drawn)	5.4
Cc1ccc(OCCOCCN2CCN(C)CC2)cc1C	-1.5
CC(=O)N1CCN(c2cc(N3CCOCC3)c(F)cc2[N+](=O)[O-])CC1	0.0
COc1cccc(CNc2ccc3c(c2)CCC3)c1OC	-7.1
Cc1ccccc1N(CC(=O)O)S(=O)(=O)c1ccccc1	0.9
COc1ccc(CCn2c(O)c(C3=c4cc(Br)ccc4=NC3=O)sc2=S)cc1OC	10.4
O=C1NN(c2ccccc2)C(=O)/C1=C\c1ccc(Cl)cc1	4.3
COC(=O)COC(=O)c1c(Cl)ccc(Cl)c1OC	1.6
CCOC(=O)C1(Nc2ccc(C)cc2)Sc2cc(C)ccc2NC1=O (stereo not drawn)	3.2
CCOc1cc(/C=C2\SC(=S)N(Cc3ccccc3)C2=O)ccc1OCc1ccc([N+](=O)[O-])cc1	11.1
COc1ccc(-c2nc3cc(NC(=O)COc4ccc(Br)cc4)ccc3o2)cc1	7.3
CCc1c(C)nc2[nH]nc(-c3cccc(-c4n[nH]c5nc(C)c(CC)c(=O)n45)n3)n2c1=O	11.8
COc1ccc(C(=O)/C=C/Nc2cccc(Cl)c2Cl)cc1	0.0
COc1cc(-c2nc3ccccn3c2/N=C/c2cccc([N+](=O)[O-])c2O)ccc1O	14.6
Brc1ccc(OCCOc2cccc(/C=N/n3cnnc3)c2)cc1	1.6
Cc1cc(C)c2nc3s/c(=C\c4ccc(N(C)C)cc4)c(=O)n3c2c1	6.7

# A different layout for some results above:
COc1ccc(-c2nc3cc(NC(=O)COc4ccc(Br)cc4)ccc3o2)cc1
- ER stress death: 7.3

CCOC(=O)C1(Nc2ccc(C)cc2)Sc2cc(C)ccc2NC1=O (stereo not drawn)
- ER stress death: 3.2

COc1ccc(CCn2c(O)c(C3=c4cc(Br)ccc4=NC3=O)sc2=S)cc1OC
- ER stress death: 10.4

COc1cccc(CNc2ccc3c(c2)CCC3)c1OC
- ER stress death: -7.1

# Assay outcomes deposited in PubChem by Sanford-Burnham Center for Chemical Genomics.
